Efa HMGR inh: inhibitors of E. faecalis class II HMGR, primary screen, biochemical, Enterococcus faecalis; inhibition, % at 10 µM; HMG-CoA reductase (Enterococcus faecalis, mvaE); purified E. faecalis HMGR, NADPH absorbance 340 nm kinetic; 190,000 tested, 0.41% active;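 active means inhibition above a set limit, the median over all tested compounds plus 3 SD, cut at about 9.5% in these data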;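 further: enzyme runs in reverse so mevalonate oxidation gives rising NADPH absorbance; 0% = complete reaction with DMSO and 100% = background rate lacking mevalonate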
TNAP inh hiacc: human TNAP enzyme inhibitors, primary screen, biochemical, luminescent, high phosphate acceptor level, uHTS; purified TNAP, CDP-star luminescence, 1 M DEA; inhibition, % at 20 µM; 200,000 tested, 0.03% active; AID 1135, 2008;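 active means over 50% inhibition of tissue-nonspecific alkaline phosphatase at 20 µM in the single-dose screen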;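 further: plate controls were DMSO wells for no effect and EDTA-quenched wells as full inhibition for full effect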
Hsp70 activator: Hsp70 transcriptional activators, primary screen, cell-based, HeLa, Hsp70 promoter luciferase, luminescence, 10 µM; HeLa Hsp70 promoter luciferase reporter; scaled: vehicle 0, proteasome-inhibitor control 100%; activation, % at 10 µM; 200,000 tested, 0.04% active; AID 1203, 2008;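 active means activation above the mean across all tested compounds plus 3 SD, cutoff set per campaign, cut at about 5.5% in these data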;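 further: 100% = MG132 at 30 µM as the positive control and 0% = DMSO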
L major viab: Leishmania major promastigote growth inhibition, primary screen; inhibition, % at 10 µM; 200,000 tested, 9% active; Leishmania major promastigotes, resazurin fluorescence viability; in the data active means inhibition above about 50%;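 further: promastigotes grown with compound for 44 hours at 28 °C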
DTT redox prof: compounds producing H2O2 with reducing agent – biochemical, NIH compound library profiling, artefact control for MLSCN library redox annotation, primary screen | activation, % at 10 µM | DTT-dependent redox cycling H2O2, phenol red/HRP absorbance; 100% = 100 µM peroxide control, 0% = buffer | 200,000 tested, 0.03% active;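 active means activation of at least 50% relative to the plate's high and low controls in the primary single-dose screen; inactive means activation below 50%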;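 further: compound incubated with DTT at 0.8 mM final as the reducing agent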
TNAP inh no acc: human TNAP enzyme inhibitors, primary screen, biochemical, luminescent, no phosphate acceptor, uHTS. Alkaline phosphatase, tissue-nonspecific isozyme (Homo sapiens), P05186. purified TNAP, CDP-star luminescence, 30 min. inhibition, % at 20 µM. 200,000 tested, 0.26% active. AID 1012, 2008;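 active means tissue-nonspecific alkaline phosphatase inhibition above about 50% at 20 µM in the single-dose screen, limit read from the data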;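 further: 0% = DMSO negative control and 100% = EDTA positive control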
PMI act: activators of human PMI, primary screen, biochemical, fluorescence intensity, near-Km mannose 6-phosphate | activation factor at 20 µM | 190,000 tested, 0.005% active | purified human PMI, coupled resazurin fluorescence, 20 min; hits give high values; 1 = vehicle control, 0 substrate-free wells | Mannose-6-phosphate isomerase (Homo sapiens), P34949;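 active means activation factor of 2 or more at 20 µM, relative to plate controls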
Target sequence (P34949 whole entry, looked up): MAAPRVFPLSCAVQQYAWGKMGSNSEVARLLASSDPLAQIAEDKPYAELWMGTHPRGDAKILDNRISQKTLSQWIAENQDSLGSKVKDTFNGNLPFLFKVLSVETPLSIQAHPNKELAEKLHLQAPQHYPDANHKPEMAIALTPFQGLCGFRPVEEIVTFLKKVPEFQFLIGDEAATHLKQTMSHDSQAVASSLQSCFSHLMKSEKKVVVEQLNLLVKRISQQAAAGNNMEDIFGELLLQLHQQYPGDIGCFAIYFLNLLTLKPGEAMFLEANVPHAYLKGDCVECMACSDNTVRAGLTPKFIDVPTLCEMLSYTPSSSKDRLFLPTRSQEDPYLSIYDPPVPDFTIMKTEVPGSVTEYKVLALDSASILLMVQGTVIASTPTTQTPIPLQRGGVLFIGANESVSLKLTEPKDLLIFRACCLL
PMI act hi M6P: human PMI activators, high substrate, primary screen, biochemical, fluorescence intensity, near-saturating mannose 6-phosphate. coupled PMI enzyme assay, resazurin fluorescence, 20 min; hits give high values; 1 = untreated enzyme, 0 = substrate-free blank. Mannose-6-phosphate isomerase (Homo sapiens), P34949. activation factor at 20 µM. 190,000 tested, 0.34% active;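 active means activation factor of 2 or more at 20 µM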
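Test system: human PMI in coupled enzyme assay; Input: PMI at 15 ng/mL final; Medium: HEPES buffer, pH 7.4; Schedule: 20 min incubation at room temperature; Technique: resorufin fluorescence at Ex 544/Em 590 nm; Compound: 20 µM single dose; Probe or stimulus: Near-saturating mannose-6-phosphate, 1.0 mM.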
S1P3 antag: S1P3 receptor antagonists, primary screen, cell-based. AID 485, 2006. inhibition, % at 4.98 µM. CHO S1P3 NFAT-BLA reporter, FRET fluorescence, antagonist mode. 170,000 tested, 0.27% active;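 active means inhibition above the plate cutoff, the mean inhibition of test wells on that plate plus 3 SD, cut at about 28% in these data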;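 further: cells challenged with S1P at its EC80 of 0.8 µM; blue over green emission ratio from cleaved BLA substrate after 4 h stimulation; 0% = S1P-stimulated wells and 100% = unstimulated DMSO-only wells; some compounds past the cut are filed as inactive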
RAM inhibit: inhibitors of the yeast RAM network, primary screen, dse1pr::URA3 reporter, 5-FOA selection. S. cerevisiae dse1pr::URA3 reporter, 5-FOA growth OD615, 2 d; analog-sensitive cbk1-as2 kinase mutant strain. inhibition, % at 50 µM. 190,000 tested, 1.8% active;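 active means inhibition above a set limit, 3 SD over mean compound inhibition, cut at about 8.4% in these data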;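 further: 0% = DMSO-only wells with no growth and 100% = 10 µM 1-NA-PP1 full growth; inhibition rescues growth on 5-FOA so higher OD means more RAM inhibition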
The depositor's hits bear a star; . = not tested or not shown; & = joins results of further samples.

item	SMILES	Efa HMGR inh	TNAP inh hiacc	Hsp70 activator	L major viab	DTT redox prof	TNAP inh no acc	PMI act	PMI act hi M6P	S1P3 antag	RAM inhibit
1	COC(=O)c1ccccc1NC(=O)CSc1nnc(C(CO)NC(=O)c2ccccc2)n1C (stereo unspecified)	0	1	-0.6	-1	2.9	-4	0.9	0.9	-21	0.1
2	Cc1nn(C)c(C)c1NC(=O)C12CC3CC(CC(C3)C1)C2	1	-5	-0.3	-4	-0.8	-10	1.2	1.1	-15	1.8
3	CCCSc1nc(C)c2cc(C)cc(C)c2n1	-6	-9	-0.1	-1	-0.1	-9	0.9	0.9	.	0.0
4	CCCS(=O)(=O)n1nc(-c2ccc(OC)cc2)cc1N	-13	-10	0.2	8	-1.1	-13	0.9	0.8	.	1.3
5	Cc1ccc(S(=O)(=O)N(C)CC(=O)O/N=C(\N)c2cccc([N+](=O)[O-])c2)cc1	-2	-8	-0.2	-3	0.3	-5	1	1.1	.	7.8
6	CCOc1ccccc1C(=O)OCC(=O)Nc1ccc(OC(F)F)cc1	-1	0	-0.2	1	0.2	-2	0.9	1	.	0.5
7	O=C1c2ccccc2C(=O)N1CCCn1c(=O)oc2ccccc21	-3	3	0.1	-1	1.2	-7	1	1	-6	0.1
8	CCSc1nnc(NC(=O)C2CCCCC2C(=O)OCC(F)(F)C(F)F)s1 (stereo unspecified)	0	-6	-0.5	-7	-1.3	-4	0.8	0.9	11	0.0
9	Cc1ccn2c(C(=O)N/N=C\c3cccs3)c(C)nc2c1	-7	2	0.1	8	-3.6	-12	0.9	0.8	.	2.4
10	CC(=O)N1CCN(c2cc(N3CCc4ccccc4C3)c(F)cc2[N+](=O)[O-])CC1	-5	5	-0.3	18	-1.4	13	1	1.1	.	1.4
11	CCCCc1ccc(NC(=S)NCc2cccnc2)cc1	1	-1	0.0	0	-0.4	-3	0.9	0.9	11	0.0
12	Cc1cc(C)c[n+](-c2nc3ccccc3nc2C(=C=[N-])C#N)c1	4&-2	6&7	-0.3&0.0	-2&-2	-0.7&0.5	5&-7	1.1&1	1&1.1	-10	1.4&1.5
13	Cc1cc(CN2C(=O)c3ccccc3C2=O)cc(N2CCOCC2)c1	1	-6	-0.2	3	-0.5	-12	1	1	-12	0.2
14	CC(=O)c1c(C)[nH]c(C(=O)OCC(=O)N2CCN(S(=O)(=O)c3ccc(C)cc3C)CC2)c1C	-8	-4	-0.6	8	0.2	0	1	1	.	2.5
15	O=C(CSc1ccc(-c2ccco2)nn1)NCc1ccccc1Cl	1	0	0.0	43	0.5	-7	0.9	0.9	-14	2.3

Reformatted in transposed form: part of the list above.
4	CCCS(=O)(=O)n1nc(-c2ccc(OC)cc2)cc1N
5	Cc1ccc(S(=O)(=O)N(C)CC(=O)O/N=C(\N)c2cccc([N+](=O)[O-])c2)cc1
6	CCOc1ccccc1C(=O)OCC(=O)Nc1ccc(OC(F)F)cc1
7	O=C1c2ccccc2C(=O)N1CCCn1c(=O)oc2ccccc21
8	CCSc1nnc(NC(=O)C2CCCCC2C(=O)OCC(F)(F)C(F)F)s1 (stereo unspecified)
9	Cc1ccn2c(C(=O)N/N=C\c3cccs3)c(C)nc2c1
10	CC(=O)N1CCN(c2cc(N3CCc4ccccc4C3)c(F)cc2[N+](=O)[O-])CC1
11	CCCCc1ccc(NC(=S)NCc2cccnc2)cc1
12	Cc1cc(C)c[n+](-c2nc3ccccc3nc2C(=C=[N-])C#N)c1
13	Cc1cc(CN2C(=O)c3ccccc3C2=O)cc(N2CCOCC2)c1

| compound no. | 4 | 5 | 6 | 7 | 8 | 9 | 10 | 11 | 12 | 13 |
| --- | --- | --- | --- | --- | --- | --- | --- | --- | --- | --- |
| Efa HMGR inh | -13 | -2 | -1 | -3 | 0 | -7 | -5 | 1 | 4&-2 | 1 |
| TNAP inh hiacc | -10 | -8 | 0 | 3 | -6 | 2 | 5 | -1 | 6&7 | -6 |
| Hsp70 activator | 0.2 | -0.2 | -0.2 | 0.1 | -0.5 | 0.1 | -0.3 | 0.0 | -0.3&0.0 | -0.2 |
| L major viab | 8 | -3 | 1 | -1 | -7 | 8 | 18 | 0 | -2&-2 | 3 |
| DTT redox prof | -1.1 | 0.3 | 0.2 | 1.2 | -1.3 | -3.6 | -1.4 | -0.4 | -0.7&0.5 | -0.5 |
| TNAP inh no acc | -13 | -5 | -2 | -7 | -4 | -12 | 13 | -3 | 5&-7 | -12 |
| PMI act | 0.9 | 1 | 0.9 | 1 | 0.8 | 0.9 | 1 | 0.9 | 1.1&1 | 1 |
| PMI act hi M6P | 0.8 | 1.1 | 1 | 1 | 0.9 | 0.8 | 1.1 | 0.9 | 1&1.1 | 1 |
| S1P3 antag | . | . | . | -6 | 11 | . | . | 11 | -10 | -12 |
| RAM inhibit | 1.3 | 7.8 | 0.5 | 0.1 | 0.0 | 2.4 | 1.4 | 0.0 | 1.4&1.5 | 0.2 |

14	CC(=O)c1c(C)[nH]c(C(=O)OCC(=O)N2CCN(S(=O)(=O)c3ccc(C)cc3C)CC2)c1C
15	O=C(CSc1ccc(-c2ccco2)nn1)NCc1ccccc1Cl

| compound no. | 14 | 15 |
| --- | --- | --- |
| Efa HMGR inh | -8 | 1 |
| TNAP inh hiacc | -4 | 0 |
| Hsp70 activator | -0.6 | 0.0 |
| L major viab | 8 | 43 |
| DTT redox prof | 0.2 | 0.5 |
| TNAP inh no acc | 0 | -7 |
| PMI act | 1 | 0.9 |
| PMI act hi M6P | 1 | 0.9 |
| S1P3 antag | . | -14 |
| RAM inhibit | 2.5 | 2.3 |

Screening data: PubChem BioAssay, several laboratories
